HCMV inh – inhibitors of human cytomegalovirus; HFF cells, HCMV-luciferase reporter, 72 h; stronger effect = lower value; activity change, negative = inhibition, % at 57.5 µM; 4.5% of 410,000 active; AID 1259415; in the data active means activity change below about -60%; inconclusive means no clear call, values can overlap the other calls; inactive means above about -39%
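HFF cells seeded 16 h at 37C, treated with compounds, infected with luciferase-reporter HCMV at MOI 1 PFU/cell; luciferase read at 72 h post infection, normalized to buffer-only and Salinomycin controls.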
AMA1-RON2 inh – inhibitors of Plasmodium falciparum AMA1-RON2 interaction; AlphaScreen AMA1-biotinylated RON2 peptide binding; Potency, µM (highest dose often 58.2 µM), for inactives: at the highest dose activity change, negative = inhibition, hits mostly inhibitors; 0.2% of 360,000 active; AID 720542;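 further: potency means the concentration at half of the fitted maximal effect; 0% = vehicle wells and -100% = peptide control; nearly all actives have a fitted effect of over 45% in size; some results filed as inactive show a strong effect at the top dose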
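AMA1 (3D7) with his tag at 25 nM final met compounds first, then biotinylated RON2 peptide at 25 nM; detection used donor plus acceptor beads, 10 µg/mL apiece, read by AlphaScreen after 30 min at room temperature.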
Giardia FBPA inh – inhibitors of Giardia lamblia fructose-1,6-bisphosphate aldolase; A8B2U2; purified Giardia FBPA; Potency, µM (top dose mostly 59.6 µM), without a hit: at the highest dose activity, negative = inhibition, actives largely listed as inhibitors; 0.71% of 290,000 active; further: potency means the concentration at half of the fitted maximal effect; nearly all actives have a fitted effect of over 55% in size
Target sequence (A8B2U2 whole entry, looked up): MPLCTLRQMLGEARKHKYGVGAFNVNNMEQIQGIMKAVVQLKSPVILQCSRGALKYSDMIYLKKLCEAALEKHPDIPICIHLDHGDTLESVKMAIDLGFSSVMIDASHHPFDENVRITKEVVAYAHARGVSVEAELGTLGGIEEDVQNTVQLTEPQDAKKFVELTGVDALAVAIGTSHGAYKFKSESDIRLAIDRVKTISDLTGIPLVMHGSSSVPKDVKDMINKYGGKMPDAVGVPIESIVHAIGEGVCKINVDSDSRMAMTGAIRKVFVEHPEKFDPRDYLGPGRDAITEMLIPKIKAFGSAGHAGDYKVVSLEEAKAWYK
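Giardia FBPA (40 nM reagent) was preincubated 10 min at RT with compound (up to 57.5 uM final), then substrate plus GAPDH/TPI/NAD/arsenate coupling system with diaphorase/resazurin was added; resorufin fluorescence (525/598 nm) was read after 20 min.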
AmpC inh detg – blocks E. coli AmpC beta-lactamase in detergent assay | 0.041% of 370,000 active | Potency, µM (top dose mostly 114 µM), for inactives: at the highest dose activity change, negative = inhibition, usual class: inhibitors | AmpC hydrolysis of nitrocefin, absorbance 480 nm, 0.01% Triton | AID 485294 | P00811;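 further: potency means the concentration at half of the fitted maximal effect; 0% = no-compound wells and -100% = no-enzyme wells; nearly all actives have a fitted effect of over 25% in size; some results filed as inactive show a strong effect at the top dose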
Target sequence (P00811 whole entry, looked up): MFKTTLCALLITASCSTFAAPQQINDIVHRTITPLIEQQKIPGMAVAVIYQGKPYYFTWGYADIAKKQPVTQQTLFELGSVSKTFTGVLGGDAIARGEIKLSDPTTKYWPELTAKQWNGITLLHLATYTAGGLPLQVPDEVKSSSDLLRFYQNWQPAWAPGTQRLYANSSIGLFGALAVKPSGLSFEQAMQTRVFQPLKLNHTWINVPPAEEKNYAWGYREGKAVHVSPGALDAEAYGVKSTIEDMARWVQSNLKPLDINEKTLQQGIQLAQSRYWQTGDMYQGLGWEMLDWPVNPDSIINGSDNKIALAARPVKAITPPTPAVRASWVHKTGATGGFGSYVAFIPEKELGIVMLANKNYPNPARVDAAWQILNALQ
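AmpC (5.3 nM in the dispensed reagent) in 20 mM phosphate pH 7.0 with 0.01% (detergent screen) or 0.0001% Triton X-100 was preincubated with compounds for 15 min at room temperature. Nitrocefin was then added from an 800 uM solution, and hydrolysis was followed at 480 nm.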
HCV inhibitor – blocks hepatitis C virus | Huh7.5.1 HCVcc-Cre infection, luciferase reporter, 44 h | Potency, µM (doses to about 41.8 µM), for the others: at the highest dose activity change, negative = inhibition, actives largely listed as inhibitors | 3.4% of 340,000 active | AID 651820; further: potency means the concentration at half of the fitted maximal effect
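Seed cells (1,000/well) for 4 h; treat with compound and infect with HCVcc-Cre, moi about 0.5. Incubate 44 h, then detect luciferase activity.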
Sm TGR inh – S. mansoni TGR enzyme inhibition; Q962Y6; purified TGR, DTNB reduction, TNB absorbance 405 nm; Potency, µM (series often up to 114 µM), for the others: top-dose activity change, negative = inhibition, most hits filed as inhibitors; 3% of 360,000 active; AID 485364; further: potency means the concentration at half of the fitted maximal effect; nearly all actives have a fitted effect of over 60% in size
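First, TGR (20 nM dispensed) and NADPH were mixed with compound. Second, a 15 min room-temperature incubation followed. Third, further NADPH and then DTNB were added to start the reaction. Finally, TNB absorbance was monitored kinetically.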
* marks the source's active call; other numbers are inactive results; ? = inconclusive; . = no result given; + = active, no number; & = joins results of further samples; ! = a repeat was not active; [ ] = another dose, or the depositor's remark. Unless noted, the call rests on the fitted dose curve; in most records, active means well fitted curve in the direction sought with a large enough effect; inconclusive means small, poorly fitted or top-dose-only effect, or another doubt; inactive means no such curve, though single readings can be large; an effect the other way counts as inactive or inconclusive. Unless noted, on the % scale 0 is the no-effect control and ±100 the full control effect. Compounds were not picked by outcome; about 9.3% have a hit in one of these screens.

SMILES	HCMV inh	AMA1-RON2 inh	Giardia FBPA inh	AmpC inh detg	HCV inhibitor	Sm TGR inh
CN1CCCN(C(=O)c2ccc(Br)s2)CC1	2.4	7.5%	.	-3.7%	9.6%	-35.4%
Cn1c(SCc2c(Cl)cccc2Cl)nnc1-c1ccc2nonc2c1	-28.3	-15.3%	0.5%	3.9%	-26.0%	-19.0%
Cc1cc(N2CCOCC2)nc(-c2ccccc2O)n1	70.5	6.8%	0.6%	-4.9%	?	7.6%
O=C(CNC(=O)c1sc2ccccc2c1Cl)OCc1ccccc1	-12.0	32.4%[activator]	.	-3.6%	13.8%	7.4%
COc1cccc2c1cc1c(=O)n(CC(=O)N3CCN(c4ccccc4F)CC3)nc(C)n12	-26.2	.	.	24.0%	.	11.2%
Cc1ccc(NC(=O)c2ccccc2NS(=O)(=O)c2ccc(Cl)s2)cc1S(=O)(=O)N1CCOCC1	-82.1*	-23.7%	13.1%	-1.2%	?	-1.2%
COC(=O)c1ccc(CN2C(=O)NC3(CCCc4ccccc43)C2=O)o1 (stereo not given)	34.4	2.2%	0.8%	-9.2%	1.7%	2.1%
COc1ccc(/C=N/n2cnc3c([nH]c4ccc(F)cc43)c2=O)cc1CSc1ccccn1	?	-5.6%	-0.4%	1.4%	10.6%	0.2%
COc1cc(/C=N/N2CCOCC2)ccc1OCc1ccc(Cl)cc1	?	?	-4.5%	-12.7%	-28.6%	5.8%
O=C(CCCc1ccccc1)NCCc1ccc(F)cc1	46.1	14.5%	-2.7%	3.3%	0.8%	6.3%
COC(=O)C1(C)Nc2ccccc2C(=O)N1c1ccccc1C (stereo not given)	-1.8	-0.9%	-0.4%	?	3.3%	-0.1%
O=C(NCc1ccc(Cl)cc1)c1cccc(NC(=O)c2ccccc2)c1	?	-4.3%	5.3%	-12.9%	?	-4.9%
O=C(Nc1ccc(C(=O)N2CCCCC2)cc1)C1CC1	-16.4	-2.3%	.	.	-12.7%[8.37 µM]	.
COc1ccc(C(=O)Nc2ccc([N+](=O)[O-])cn2)c(OC)c1	?	5.7%[11.6 µM]	-2.5%	-6.7%	16.1%	3.0%
CN(c1ccc(Cl)cc1)S(=O)(=O)c1nnc(NC(=O)c2ccco2)s1	?	-2.9%	.	2.8%&17.8%	19.6%	20µM*!
COc1cc(-c2nnc(NC(=O)CCS(=O)(=O)c3ccc(F)cc3)o2)cc(OC)c1OC	11.5	39.1%[activator]	.	?	4.3%	-19.1%
CCCSc1ccc(C(=O)Nc2ccc(F)cc2F)cn1	-62.2*	23.3%	2.6%	-7.3%	-13.3%	1.0%
O=C1Cc2ccccc2Sc2c(OCCN3CCCCC3)cccc21	-26.6	-21.7%	?	-1.4%	?	-7.9%
COc1ccc(OC)c(C(=O)NC2CC(C)(C)Cc3c2cnn3-c2ccccc2)c1 (stereo not given)	-76.9*	8.2%	-3.5%	?	12.6µM*	-6.4%
CCC(=O)OC(Cc1ccccc1)(c1ccccc1)C(C)CN(C)C (stereo not given)	-20.2	1.2%	.	.	23.6%	.
CCCCC(=O)NC(c1ccccc1OC)c1ccc2cccnc2c1O (stereo not given)	+	-20.0%	22.7%	-0.4%	2.24µM*	-0.5%
CCCOc1nnnn1-c1ccccc1	28.3	6.2%	3.9%	1.0%	-0.9%	13.8%
CN(C)C(=S)NC(=O)C(c1ccccc1)c1ccccc1	-16.0	56.7%[activator]	-4.5%	-6.2%	12.5%	1.0%
COc1ccc(Cc2noc(CN3CCCN(Cc4ccc(F)cc4)CC3)n2)cc1OC	-15.6	?	-0.5%	2.2%	?	?
CCOc1ccccc1C(=O)N(Cc1ccco1)Cc1ccco1	?	.	.	22.7%	.	-1.5%
The list continues:
SMILES	HCMV inh	AMA1-RON2 inh	Giardia FBPA inh	AmpC inh detg	HCV inhibitor	Sm TGR inh
CC1(C)Cc2c(c(N3CCOCC3)nc3snc(NC(=O)c4ccccc4)c23)CO1	?	30.5%[activator]	7.8%	-7.3%	?	-7.7%
NC(=O)C1CCN(c2ncccc2[N+](=O)[O-])CC1	15.9	4.4%	4.3%	-3.8%	?	-9.2%
COc1ccc(S(=O)(=O)N2Cc3ccccc3CC2C(=O)O)cc1OC (stereo not given)	1.4	-2.6%	15.0%	-6.8%	11.6%	-6.5%
O=C(CCC(=O)n1ncc2ccccc21)N1CCCCC1	143.4	-2.5%	3.7%	-16.9%	6.6%	-0.6%
CCOc1ccc(-n2c(C)nc3cc(C(=O)NCC4CCCO4)ccc32)cc1 (stereo not given)	-35.4	-4.9%	6.7%	-12.5%	4.4%	4.2%
N#CN=C(N)c1ccccc1	-11.7	6.1%	0.6%&3.8%	?	-6.8%	-1.1%&-0.2%
COc1ccc(-c2nn(-c3ccccc3)cc2/C=N/Nc2ccccn2)cc1OC	-36.3	25.3%	-13.9%	-7.5%	10µM*	?
Cc1ccc(N2C(=O)N3[C@H](c4cccc(C)c4)[C@@H]4C(=O)N(Cc5ccccc5)C(=O)[C@@H]4[C@]3(C)C2=O)cc1	4.8	-4.7%	.	4.1%	-0.8%	-25.3%
O=C(Nc1ccc(O)c2c(=O)cc(-c3cccc(Cl)c3)oc12)c1ccccc1Cl	-37.4	-0.6%	-12.9%	2.8%	?	-34.3%
CCCOc1ccc(-c2c(C(=O)N/N=C(\C)c3cccs3)nnn2-c2nonc2N)cc1	24.1	16.0%	.	-6.1%	-5.0%	8.7%
COc1ccc(-n2cc(C(=O)NCc3cccc(OC)c3)c3ccccc3c2=O)cc1	-35.8	.	.	17.7%	.	0.8%
COC(=O)c1cc(C)nc2c1c(=O)nc(SCc1cc(C)ccc1C)n2C1CC1	-5.8	.	.	21.5%	.	5.4%
CCCN1C(=O)c2ccc(C(=O)Nc3cc(C)on3)cc2C1=O	36.6	-9.6%	11.8%	3.5%	7.7%	5.8%
CCc1nnc(NC(=O)c2c(O)c3cccc4c3n(c2=O)CC4)s1	.	.	5.0%	6.4%	-0.6%	4.6%
COc1ccc(/C=N/N=C/c2c[nH]c(=O)c(C#N)c2Nc2ccccc2)cc1	-25.0	14.2%	4.3%	-16.8%	25.1%	28.2%
O=C1CC(SC(=Nc2ccccc2)Nc2ccccc2)C(=O)N1c1cccc2ccccc12 (stereo not given)	-21.9	-3.1%	-9.6%	-3.7%	10.7%	-31.5%
Cn1c(CCC(=O)Nc2ccc(N3CCOCC3)cc2)nc(=O)c2ccccc21	88.6	6.0%	-11.6%	3.4%	9.5%	8.2%
CC(Oc1ccccc1)C(=O)Nc1c(C(=O)Nc2cccc(F)c2)oc2ccccc12 (stereo not given)	13.4	.	.	-6.2%	.	2.5%
Cc1ncoc1C(=O)Nc1ccc(Oc2ccccc2)cc1	-33.0	2.8%	-0.7%	-11.0%	?	-0.2%
Cc1cc(OCC(=O)NCCN2CCOCC2)ccc1Br	-20.0	7.4%	4.2%	-2.8%	-10.0%	-30.6%
COc1ccc(C(=O)NC2CCCCCC2)cc1S(=O)(=O)N1CCCC1	-62.5*	-9.8%	0.6%	0.6%	4.8%	-0.8%
O=C(CNC(=O)c1ccc(N2C(=O)c3ccccc3C2=O)cc1)OCC(=O)c1ccccc1	-26.3	-3.7%	6.5%	1.5%	2.1%	-11.2%
Cc1cc(C)c(C)c(OCCCCN(C)Cc2ccccc2)c1	-34.4	-3.7%	-22.6%	-15.7%	0.2%	-13.1%
O=C(NCC1CCCO1)c1ccc2c(c1)N(Cc1ccc(F)cc1Cl)C(=O)CS2 (stereo not given)	?	-4.5%	4.6%	4.2%	?	-29.5%
CCCNC(=O)c1ccc(N2CCC3(CC2)CC(c2ccccc2)=NO3)c(NC(=O)c2cccc(OC)c2)c1	0.9	9.4%	-3.0%	-12.9%	?	-3.6%

In a second layout: entries from further up
Values in the order: HCMV inh | AMA1-RON2 inh | Giardia FBPA inh | AmpC inh detg | HCV inhibitor | Sm TGR inh
COC(=O)c1cc(C)nc2c1c(=O)nc(SCc1cc(C)ccc1C)n2C1CC1
  -5.8 | . | . | 21.5% | . | 5.4%
CCCN1C(=O)c2ccc(C(=O)Nc3cc(C)on3)cc2C1=O
  36.6 | -9.6% | 11.8% | 3.5% | 7.7% | 5.8%
CCc1nnc(NC(=O)c2c(O)c3cccc4c3n(c2=O)CC4)s1
  . | . | 5.0% | 6.4% | -0.6% | 4.6%
COc1ccc(/C=N/N=C/c2c[nH]c(=O)c(C#N)c2Nc2ccccc2)cc1
  -25.0 | 14.2% | 4.3% | -16.8% | 25.1% | 28.2%
O=C1CC(SC(=Nc2ccccc2)Nc2ccccc2)C(=O)N1c1cccc2ccccc12 (stereo not given)
  -21.9 | -3.1% | -9.6% | -3.7% | 10.7% | -31.5%
Cn1c(CCC(=O)Nc2ccc(N3CCOCC3)cc2)nc(=O)c2ccccc21
  88.6 | 6.0% | -11.6% | 3.4% | 9.5% | 8.2%
CC(Oc1ccccc1)C(=O)Nc1c(C(=O)Nc2cccc(F)c2)oc2ccccc12 (stereo not given)
  13.4 | . | . | -6.2% | . | 2.5%
Cc1ncoc1C(=O)Nc1ccc(Oc2ccccc2)cc1
  -33.0 | 2.8% | -0.7% | -11.0% | ? | -0.2%
Cc1cc(OCC(=O)NCCN2CCOCC2)ccc1Br
  -20.0 | 7.4% | 4.2% | -2.8% | -10.0% | -30.6%
COc1ccc(C(=O)NC2CCCCCC2)cc1S(=O)(=O)N1CCCC1
  -62.5* | -9.8% | 0.6% | 0.6% | 4.8% | -0.8%
O=C(CNC(=O)c1ccc(N2C(=O)c3ccccc3C2=O)cc1)OCC(=O)c1ccccc1
  -26.3 | -3.7% | 6.5% | 1.5% | 2.1% | -11.2%
Cc1cc(C)c(C)c(OCCCCN(C)Cc2ccccc2)c1
  -34.4 | -3.7% | -22.6% | -15.7% | 0.2% | -13.1%

The list continues:
SMILES	HCMV inh	AMA1-RON2 inh	Giardia FBPA inh	AmpC inh detg	HCV inhibitor	Sm TGR inh
c1ccc(C2CC(c3ccccc3)n3c(nc4ccccc43)N2)cc1 (stereo not given)	49.8	-2.6%	-19.0%	-9.7%	-18.3%	-2.3%
COc1ccc(OC)c(C(C)NC(=O)C(C)Cc2ccccc2)c1 (stereo not given)	1.7	11.5%	2.6%	-25.4%	9.8%	2.3%
CCOC(=O)c1ccc(N/C=C/C(=O)C(C)(C)C)cc1	-11.9	?	-5.0%	-1.9%	9.9%	.
O=C(Nc1ccc2nc3n(c(=O)c2c1)CCCCC3)c1c(F)ccc([N+](=O)[O-])c1F	-100.4*	-0.8%	.	-2.1%	14.1µM*	?
CCCN1CCN(C(=O)Cn2c(-c3cccs3)cc3ccccc32)CC1	12.3	.	.	1.3%	.	-6.7%
CC(=O)c1cnc2cc(-c3cccc(Br)c3)nn2c1C	15.6	-9.4%	2.6%	-1.1%	-7.5%	-5.5%
COc1ccc(OC)c(CN2CCN(C(=O)CCC(=O)c3cccs3)CC2)c1	-31.3	-7.6%	.	-16.4%	4.0%	?
COc1ccc(-c2cc3nc(C)c(CCC(=O)Nc4ccccc4C(C)=O)c(C)n3n2)c(OC)c1	-35.7	.	.	1.6%	.	11.3%
Cc1c(OCC(=O)NCc2ccncc2)ccc2c3c(c(=O)oc12)CCC3	6.4	-0.5%	.	2.1%	3.1%	-2.4%
